BioA inh: M. tuberculosis BioA enzyme inhibitors, primary screen, biochemical, plate reader, single point, HTS; inhibition, % at 9.99 µM; purified M. tuberculosis BioA enzyme; 7,8-diaminopelargonic acid synthase BioA (Mycobacterium tuberculosis); 360,000 compounds, 0.096% hits; in the data active = inhibition above about 40%; inconclusive = no clear call, values can overlap the other calls
BoNT F protease: BoNT/F light chain protease inhibitors, primary screen, biochemical, flow cytometry, MLPCN library | Botulinum neurotoxin type F light chain protease (Clostridium botulinum) | Multiplex microsphere protease cleavage assay | inhibition, % at 10 µM | 360,000 compounds, 0.22% hits; in the data active = inhibition above about 35%, passing the limit was not always enough; inconclusive = no clear call, values can overlap the other calls; note: plate controls were buffer without enzyme for full effect and enzyme alone for no effect
FBA Mtb inh: Mtb FBA enzyme inhibitors, primary screen, biochemical, fluorescence, strain H37Rv; AID 588726, 2011; Fructose-bisphosphate aldolase (Mycobacterium tuberculosis (strain ATCC 25618 / H37Rv)), …; purified M. tuberculosis FBA, fluorescence read-out; inhibition, % at 1 µM; 360,000 compounds, 2.3% hits; in the data active = inhibition above about 27%;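 note: 0% = vehicle and 100% = reference inhibitor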
GDH-TPI inh: GDH-TPI coupling enzyme inhibitors, primary screen, artefact control for M. tuberculosis FBA inhibitor project, biochemical, absorbance, full deck; GDH-TPI coupled enzyme counterscreen, NADH absorbance; inhibition, % at 4.8 µM; 360,000 compounds, 1.2% hits;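 note: 0% = DMSO wells and 100% = wells lacking the enzyme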
CCHF vOTU inh: CCHFV vOTU protease inhibitors, primary screen, biochemical, Pep-AMC substrate, fluorescence; Crimean-Congo hemorrhagic fever virus L polyprotein viral ovarian tumor (vOTU) protease …; inhibition, % at 11.5 µM; 370,000 compounds, 0.55% hits; AID 651958, 2012; note: 0% = vehicle wells with enzyme and 100% = no enzyme wells
MazF activator: activators of E. coli MazEF toxin-antitoxin RNase, primary screen, biochemical, fluorescence, uHTS. FAM/BHQ RNA-DNA oligo cleavage fluorescence, 5 h. 350,000 compounds, 0.32% hits. AID 504720, 2011. Endoribonuclease toxin MazF (Escherichia coli (strain K12)), P0AE70. activation, % at 20 µM; in the data active = activation above about 50%
Target sequence (P0AE70 whole entry, looked up): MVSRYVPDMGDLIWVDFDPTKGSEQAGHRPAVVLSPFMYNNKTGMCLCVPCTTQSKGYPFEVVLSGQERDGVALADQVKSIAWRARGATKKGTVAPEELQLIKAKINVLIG
VHR inh abs: VHR1 phosphatase inhibitors, primary screen, biochemical, absorbance, uHTS. Dual specificity protein phosphatase 3 (Homo sapiens), P51452. recombinant VHR phosphatase, pNPP absorbance. 290,000 compounds, 0.52% hits. inhibition, % at 13.3 µM; in the data active = inhibition above about 50%; note: some compounds called inactive have numbers as strong as hits
UGM FP inh: M. tuberculosis UGM enzyme inhibitors, primary screen, biochemical, fluorescence polarization, single point; 320,000 compounds, 0.06% hits; inhibition, % at 10 µM; UDP-galactopyranose mutase (Mycobacterium tuberculosis (strain ATCC 25618 / H37Rv)), …; purified UGM, fluorescence polarization probe displacement; in the data active = inhibition above about 10%, passing the limit was not always enough; inconclusive = no clear call, values can overlap the other calls
Target sequence (P9WIQ1 whole entry, looked up): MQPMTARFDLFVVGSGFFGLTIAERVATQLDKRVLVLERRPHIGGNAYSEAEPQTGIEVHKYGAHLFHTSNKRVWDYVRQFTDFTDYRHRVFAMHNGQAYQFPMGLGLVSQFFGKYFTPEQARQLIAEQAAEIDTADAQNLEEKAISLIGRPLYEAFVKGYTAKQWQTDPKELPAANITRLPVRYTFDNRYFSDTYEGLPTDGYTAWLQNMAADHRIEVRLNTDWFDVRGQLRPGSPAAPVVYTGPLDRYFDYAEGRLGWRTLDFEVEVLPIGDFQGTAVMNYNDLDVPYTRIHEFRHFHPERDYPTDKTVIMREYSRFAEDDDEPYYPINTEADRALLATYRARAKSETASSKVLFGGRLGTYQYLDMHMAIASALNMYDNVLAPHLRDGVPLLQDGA
Rv3671c inh: Rv3671c serine protease inhibitors, primary screen, biochemical, fluorescence polarization, M. tuberculosis H37Rv. P9WHR9. inhibition, % at 5.96 µM. 320,000 compounds, 0.048% hits; in the data active = inhibition above about 38%;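 note: extracellular domain of Rv3671c used as enzyme; 0% = enzyme with DMSO and 100% = no enzyme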
Target sequence (P9WHR9 whole entry, looked up, the tested form may be a part): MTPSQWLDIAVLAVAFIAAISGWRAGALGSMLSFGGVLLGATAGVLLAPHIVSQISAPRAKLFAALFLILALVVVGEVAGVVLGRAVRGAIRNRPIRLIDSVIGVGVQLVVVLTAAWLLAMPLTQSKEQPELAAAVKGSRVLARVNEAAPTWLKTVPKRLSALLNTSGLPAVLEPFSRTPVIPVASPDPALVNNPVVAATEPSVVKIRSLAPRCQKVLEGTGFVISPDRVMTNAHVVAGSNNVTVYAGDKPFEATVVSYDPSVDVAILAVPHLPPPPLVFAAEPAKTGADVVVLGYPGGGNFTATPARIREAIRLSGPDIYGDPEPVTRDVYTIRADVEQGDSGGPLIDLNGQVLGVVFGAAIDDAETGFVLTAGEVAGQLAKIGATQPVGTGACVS
FadD28 FP inh: inhibitors of FadD28 bisubstrate probe binding, primary screen, biochemical, fluorescence polarization, single point. 360,000 compounds, 0.22% hits. inhibition, % at 12.5 µM; in the data active = inhibition above about 8.5%, passing the limit was not always enough; inconclusive = no clear call, values can overlap the other calls
Starred values were filed as active, the others as inactive; ? = inconclusive; . = not tested or not shown; & = joins results of further samples. Cut-off read from the data, not from the text of the source, unless noted: active = inhibition above about 30%; inactive = the rest.

SMILES	BioA inh	BoNT F protease	FBA Mtb inh	GDH-TPI inh	CCHF vOTU inh	MazF activator	VHR inh abs	UGM FP inh	Rv3671c inh	FadD28 FP inh
O=C(CN1C(=O)/C(=C/c2ccccc2)SC1=S)NC1C=CS(=O)(=O)C1 (stereo not drawn)	-0.5	-1	-1	3	-4	-2	-14	-1.5	-3	-3.2
COc1cc(CCC(C)=O)ccc1OC(=O)c1c(F)cccc1Cl	-0.3	?	3	0	-15	-7	22	0.1	-1	-4.6
Cc1ccc(C2(c3ccc(C)cc3)CC2C(=O)NC(C)C)cc1 (stereo not drawn)	-3.0	14	3	5	11	-1	-1	3.2	.	0.9
Cc1ccc(-c2c(C)n([O-])c3c([n+]2=O)CCCC3)o1	0.0	-4	-5	4	12	2	26	1.8	-1	-1.5
CCc1c2ccccc2nn1-c1ccccc1C(=O)C(C)=O	0.9	-5	1	1	0	-12	8	2.1	3	-0.5
CN(C(=O)CSc1nnc(-c2cccs2)o1)C1CCS(=O)(=O)C1 (stereo not drawn)	-0.4	2	7	11	13	7	12	-5.5	3	-2.9
O=C(Nc1ccc(CN2CCOCC2)cc1)c1ccc(Cl)cc1	5.4	-2	0	19	-8	-7	29	-1.2	-4	1.6
CCOC(=O)C1C(c2cccc([N+](=O)[O-])c2)C2C(=O)NN=C2CC1(C)O (stereo not drawn)	.	1	-1	-2	-6	-8	47	-0.1	0	-1.2
O=C(COc1ccccc1)NNC(=O)c1cccs1	0.4	-4	1	5	-3	13	11	-3.1	1	-3.0
COc1ccc(C(=O)NNC(=S)NC(=O)c2ccco2)cc1	.	5	-1	12	10	-3	17	-0.6	7	0.0
CC(C)(C)NC(=S)N1CCC(C(=O)c2ccc(Cl)cc2)CC1	7.4	?	-2	5	3	5	35	1.0	0	-2.3
Cc1ccc(C(=O)Nc2ccsc2C(=O)O)cc1	.	-1	0	1	-12	3	12	-1.1	-3	-2.6

Looked up above.
Reading of `COc1cc(CCC(C)=O)ccc1OC(=O)c1c(F)cccc1Cl` in UGM FP inh: 0.1
Reading of `CC(C)(C)NC(=S)N1CCC(C(=O)c2ccc(Cl)cc2)CC1` in BioA inh: 7.4
Reading of `CN(C(=O)CSc1nnc(-c2cccs2)o1)C1CCS(=O)(=O)C1` (stereo not drawn) in MazF activator: 7
Reading of `CCc1c2ccccc2nn1-c1ccccc1C(=O)C(C)=O` in BoNT F protease: -5
Reading of `Cc1ccc(C(=O)Nc2ccsc2C(=O)O)cc1` in UGM FP inh: -1.1
Reading of `O=C(COc1ccccc1)NNC(=O)c1cccs1` in BoNT F protease: -4

The main list resumes, repeating the two entries before the break.
SMILES	BioA inh	BoNT F protease	FBA Mtb inh	GDH-TPI inh	CCHF vOTU inh	MazF activator	VHR inh abs	UGM FP inh	Rv3671c inh	FadD28 FP inh
CC(C)(C)NC(=S)N1CCC(C(=O)c2ccc(Cl)cc2)CC1	7.4	?	-2	5	3	5	35	1.0	0	-2.3
Cc1ccc(C(=O)Nc2ccsc2C(=O)O)cc1	.	-1	0	1	-12	3	12	-1.1	-3	-2.6
CS(=O)(=O)N(CC(=O)NC1CC1)c1cccc(F)c1	-1.3	-1	1	-1	5	-4	-5	0.3	-5	-3.3
COc1cc(C(CC(=O)N2CCCC2)c2c(OC)cc(OC)c3c(-c4ccccc4)cc(=O)oc23)cc(OC)c1OC (stereo not drawn)	-2.4	-4	1	14	5	1	14	-2.8	-5	-0.3
NC(=O)C1CCN(C(=O)CCC(=O)N2CCOc3ccc(Cl)cc32)CC1	-0.3	-8	4	6	18	7	6	2.2	0	-0.2
CCn1c(=O)c2ccccc2n(CC(=O)NC2CCCCC2)c1=O	-0.2	5	7	6	-7	5	23	-0.5	-2	-1.4
CC(C)c1ccc(CNc2ccc3c(c2)ncn3C)cc1	0.5	3	8	2	6	-1	2	0.5	0	-3.0
CCCc1ccc2oc(C(=O)N(C)CCn3ccnc3C)c(C)c2c1	-0.6	?	1	-17	0	4	-16	4.6	1	0.2
CCOC(=O)c1c(C)[nH]c(C)c1S(=O)(=O)N(C)CC(=O)NCc1ccc(C)cc1	.	-4	0	0	8	6	0	-0.3	-6	-3.7
O=c1c2ccccc2[nH]c(=S)n1CCCN1CCN(C2CCCCC2)CC1	.	15	5	3	4	5	2	-1.4	3	-1.6
CCCc1cc(=O)[nH]c(SCC(=O)Nc2cccc3ccccc23)n1	-3.1	1	8	0	4	11	-12	1.6	-4	1.0
CN1C(=O)N(C)C(=O)C2(Cc3cc(NC(=O)c4ccccc4)ccc3N3CCCC32)C1=O (stereo not drawn)	-1.8	-13	-8	1	-3	-7	-22	0.4	-4	-4.7
COc1cccc(NC(=O)Cn2c3ccc(F)cc3c3nc4n(c(=O)c32)CCCS4)c1	0.5	-7	3	9	-3	-6	2	0.2	-24	-6.2
Cc1ccc(-c2nn(-c3ccccc3)cc2C(=O)NCC2CCCO2)cc1 (stereo not drawn)	.	-13	2	9	-6	-3	.	0.0	4	0.0
CCN(CC)c1ccc(NC(=S)Nc2ccc(F)cc2)cc1	0.6	-20	-6	10	1	9	11	.	.	-2.0
Cc1ccc(-n2nc3c(=O)n(CCCC(=O)NC4CCC(C)CC4)nc(C)c3c2C)cc1 (stereo not drawn)	-1.7	-14	1	-1	0	2	68	2.2	0	-1.4
O=C(O)Cn1nnc(-c2cccs2)n1	-13	3	4	-2	9	7	28	-0.2	-14	-1.7
COc1ccc(S(=O)(=O)NC2CC3CCC2C3)cc1Cl (stereo not drawn)	.	0	2	10	-3	-5	-5	2.1	1	-1.7
Cc1ccc(N=Nc2c(N)[nH]n3c(=O)cc(C)nc23)cc1	-1.4	-8	-16	11	1	1	5	-0.3	-7	-1.0
Cc1cc(NC(=O)CSc2nc(-c3ccccc3Cl)nc3c2c(=O)n(C)c(=O)n3C)no1	.	-15	3	-2	-17	112*	26	-3.5	5	-0.7
COc1ccccc1CNC(=O)Cc1ccc(C)cc1	.	2	4	-2	5	6	14	0.6	-9	-2.2
CCOC(=O)N1CCN(Cc2nc(-c3ccc(Cl)cc3)no2)CC1	-3.5	0	2	-2	10	0	40	0.3	2	1.1
O=C(Nc1cc(S(=O)(=O)Nc2ccc(Cl)cc2)ccc1N1CCCCC1)c1ccc(F)cc1Cl	.	-2	1	12	11	0	1	0.7	-154	-4.7
Cc1cc(C(=O)Cn2cnc3ccccc3c2=O)c(C)n1C1CC1	0.6	7	-1	-5	-8	3	.	-2.0	3	-1.6
C=C1CCN([C@@H](Cc2ccccc2)C(=O)NCc2ccccc2)S(=O)(=O)c2ccccc21	-0.8	1	2	3	3	2	.	-0.3	2	-3.3
COc1ccc(C(C(=O)NC2CCCCC2)N(C(=O)c2cccs2)c2ccc3c(c2)OCO3)cc1 (stereo not drawn)	0.9	-11	1	9	-7	0	26	0.8	4	-0.3
NNC(=O)CCN1CCCCC1	.	-4	-1	-4	9	-1	26	-0.2	4	-3.5
COc1ccccc1/C=C1\SC(=S)N(CCC(=O)Nc2cc(C)on2)C1=O	.	2	0	-1	7	-2	29	-0.7	-13	.
O=C(CN1C(=O)c2ccccc2C1=O)OCC(=O)N1CCCCC1	-2.7	-1	-1	1	-3	8	.	-0.7	3	-0.1
COc1ccc(C(=O)C2CCN(C(=O)c3ccc(C)cc3)CC2)cc1	4.2	-5	3	2	1	-2	14	-1.3	7	2.3
C[C@@H]1CN([C@H](C)CO)C(=O)CCCn2nncc2CO[C@H]1CN(C)C(=O)C1CCCCC1	-4.2&-4.5	-4	3	2	10	1	.	.	.	0.6
O=C(Nc1nc(-c2ccccn2)cs1)C1CC1	-1.5	-1	5	6	15	-9	3	3.3	6	-1.1
CNC(=O)CC(CC(=O)c1ccccc1)c1ccccc1 (stereo not drawn)	-0.3	-14	-1	-4	-10	3	.	-0.9	4	-0.4
CC1(C)CC(=O)C=C(NC2CCCCCCC2)C1	-0.1	-34	0	4	9	8	12	-3.1	8	0.0
O=C(C1CCC1)N1CCN(S(=O)(=O)c2cc(F)ccc2F)CC1	-0.2	6	0	-5	-15	2	.	.	.	-3.9
CCOC(=O)C1=C(C)N=c2s/c(=C\c3cc(OC)c(OC)c(OC)c3)c(=O)n2C1/C=C/c1ccccc1 (stereo not drawn)	-2.7	9	-3	11	-12	-55	8	-2.5	-16	-0.8
Cc1cc(=O)oc(C)c1C(=O)OCC(=O)c1ccccc1	1.2	1	-1	4	-6	-1	-6	-0.8	-1	-1.2
CC(C)Cc1nnc(NC(=O)CCc2ccccc2)s1	-1.0	.	1	3	-7	10	12	1.0	-3	-0.1
COc1ccccc1NC(=O)CCNC(=O)c1ccc(C)cc1	-0.1	?	1	4	-6	10	20	-0.7	.	0.6
COc1ccc(CNC(=O)CN(C(=O)CCC(=O)Nc2nccs2)c2ccccc2C)cc1	1.5	0	0	0	1	6	30	0.1	-4	-0.6
O=C1C2CCCN2c2ccc(S(=O)(=O)N3CCOCC3)cc2N1Cc1ccccc1F (stereo not drawn)	.	-5	0	3	.	2	37	0.5	-13	-3.1
O=C(c1cccs1)N(c1ccc(Br)cc1)C1C=CS(=O)(=O)C1 (stereo not drawn)	.	5	-2	12	5	-1	8	0.4	-11	-2.2
COc1ccc(C(=O)N2CCCCCC2)cc1OC1CCN(C(C)C)CC1	-1.4	5	2	2	0	6	6	0.9	-2	-0.4
Cc1cc(-c2c(C)n([O-])c(C)c(C)[n+]2=O)ccc1F	-0.3	0	-1	0	0	8	30	-2.4	7	-0.9
CN1OC[C@@H]2CN3C(=O)N(c4ccccc4)c4ccccc4[C@@H]3C[C@@H]21	1.4	2	2	.	0	.	.	.	.	1.2
CCN(CC(=O)NCc1ccc(Cl)cc1)C(=O)c1ccc(S(=O)(=O)N(C)C)cc1	0.4	0	0	4	1	5	12	-0.4	7	-5.9
Cc1ccnc(NC(=O)CCC(=O)N(CC(=O)NC(C)(C)C)c2ccc3c(c2)OCCO3)c1	.	-3	-3	-2	-4	12	14	0.9	-1	0.0
COc1ccccc1CC1/C(=N/O)C2CCN1CC2 (stereo not drawn)	-0.7	3	-3	-6	-12	-4	-17	2.9	3	-1.3
CCCn1ccc(O)c(Cc2ccc(Cl)cc2)c1=O	.	-4	2	0	-2	-28	5	0.0	1	-2.4
COC(=O)C1CCN(C(=O)C(C)Oc2ccc(Cl)cc2Cl)CC1 (stereo not drawn)	.	-6	7	0	.	0	-9	-0.2	1	0.2
Cc1ncc([N+](=O)[O-])n1CC(=O)Nc1ccc(F)cc1F	-0.5	15	0	16	-3	-3	4	-0.6	4	-1.5
CC1CN(C(C)C(=O)NNC(=O)c2ccc(F)cc2)CC(C)O1 (stereo not drawn)	0.0	-4	0	-3	-4	4	.	-4.5	9	-0.7
CCC(Sc1nnc(C)s1)C(=O)Nc1nccs1 (stereo not drawn)	-0.9	-6	0	-3	4	-1	1	4.0	0	-0.5
Cc1ccnc(SCC(=O)N2CCN(c3cccc(Cl)c3)CC2)n1	26	3	2	-2	9	4	-4	0.2	7	-1.5
COC(=O)Nc1nnc(-c2ccc(OC)cc2)s1	.	?	43*	16	-12	-1	-13	-1.0	-1	-1.9
COc1ccc(CCC(=O)Nc2cccc(S(=O)(=O)N3CCCC3)c2)cc1OC	0.4	-2	0	2	0	2	.	.	2	-0.9

High-throughput results as filed in PubChem BioAssay.
